# Glyco luc inh: N-linked glycosylation inhibition; D54 ERlucT glycosylation luciferase reporter, 24 h; percent of 100 nM tunicamycin response; 360,000 tested, 0.23% active; reporter increase, % at 12.5 µM;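 active = mean luciferase reporter signal, scaled so untreated is 0 and the glycosylation-blocking control 100, at or above a set limit in every replicate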;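 also: luciferase carries N-glycosylation sites so blocking glycosylation raises the light; 0% = median of neutral control wells and 100% = median of 100 nM tunicamycin wells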
# NOD2 RIPK2 PPI: inhibitors of human NOD2-RIPK2 interaction; O43353; CHO BLA complementation NOD2-RIPK2, CCF4 ratio; inhibition, % at 4.98 µM; 360,000 tested, 0.38% active; in the data active = inhibition above about 21%;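 also: 0% = vehicle only and 100% = reference blocker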
# MC4R antagonist: antagonists of human melanocortin 4 receptor (MC4R). inhibition, % at 6.5 µM. 360,000 tested, 0.48% active. MC4R-expressing cells, MTII-stimulated cAMP, LANCE TR-FRET;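 active = inhibition above its plate's cutoff, the mean of tested wells on that plate plus 3 SD, cut at about 29% in these data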;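 also: 0% = Melanotan II alone and 100% = Melanotan II plus saturating MCL0020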
# Target sequence (P32245 whole entry, looked up): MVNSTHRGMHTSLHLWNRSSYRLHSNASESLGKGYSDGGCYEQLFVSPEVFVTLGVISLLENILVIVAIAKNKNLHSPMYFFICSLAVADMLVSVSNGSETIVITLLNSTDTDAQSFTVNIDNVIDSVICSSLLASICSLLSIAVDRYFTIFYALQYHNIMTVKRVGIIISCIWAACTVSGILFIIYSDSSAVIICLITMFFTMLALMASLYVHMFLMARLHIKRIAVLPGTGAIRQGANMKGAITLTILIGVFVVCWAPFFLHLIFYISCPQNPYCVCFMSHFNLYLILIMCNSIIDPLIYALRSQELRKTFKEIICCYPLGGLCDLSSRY
#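 Material – human MC4R-expressing U2OS cells · Repeats – no replicates · Detection – TR-FRET with Eu-cAMP and labeled anti-cAMP, 671 nm · Times – compound 30 min, challenge 1 h, detection 1 h · Compound – single nominal compound dose of 6.5 µM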
# MC4R barr agon: agonists of human melanocortin 4 receptor (MC4R) beta-arrestin | 360,000 tested, 0.98% active | activation, % at 8.9 µM | U2OS MC4R beta-arrestin complementation, luminescence; percent of melanotan II response, DMSO zero;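 active = activation above a per-plate cutoff, the mean activation of sample wells on that plate plus 3 SD, cut at about 8% in these data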
# m5-HT2A agonist: activates the mouse 5-HT2A serotonin receptor; activation, % at 7.6 µM; 360,000 tested, 0.66% active; CHO-K1 mHTR2A beta-arrestin complementation, luminescence; percent of 30 µM serotonin response;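 active = activation above a run cutoff, the mean activation of all tested compounds plus 3 SD, cut at about 14% in these data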;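 also: 0% = plate median of compound wells and 100% = 30 µM serotonin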
# Target sequence (P35363 whole entry, looked up): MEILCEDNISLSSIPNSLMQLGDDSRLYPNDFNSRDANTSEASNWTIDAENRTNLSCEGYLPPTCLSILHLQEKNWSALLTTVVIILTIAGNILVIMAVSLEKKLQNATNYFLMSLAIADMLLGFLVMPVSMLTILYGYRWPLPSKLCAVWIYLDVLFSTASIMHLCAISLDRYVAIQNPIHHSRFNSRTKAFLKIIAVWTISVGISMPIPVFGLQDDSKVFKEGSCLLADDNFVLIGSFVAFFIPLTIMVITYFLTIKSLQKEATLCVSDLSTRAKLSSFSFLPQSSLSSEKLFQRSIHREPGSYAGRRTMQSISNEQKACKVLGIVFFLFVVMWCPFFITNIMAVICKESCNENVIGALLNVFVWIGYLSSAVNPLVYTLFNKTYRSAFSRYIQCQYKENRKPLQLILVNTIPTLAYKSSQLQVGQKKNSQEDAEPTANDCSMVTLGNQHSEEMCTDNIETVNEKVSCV
# H9c2 protect: modulators protecting cardiomyocytes from myocardial damage | H9c2 cardiomyocytes, H2O2 injury protection, ATPLite, 2 h | protection from H2O2 cell death, % at 20 µM | 360,000 tested, 0.63% active;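 active = compounds giving at least 50% protection of heart cells from peroxide-induced death in the single-dose screen, raw or plate-pattern-corrected value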;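 also: 0% = DMSO wells with peroxide and 100% = DMSO wells without peroxide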
# ABHD5 PLIN5 PPI: inhibitors of human ABHD5-perilipin-5 interaction; Q00G26+Q8WTS1; inhibition, % at 4 µM; Split G. princeps luciferase complementation, luminescence, 4 h; 360,000 tested, 0.78% active; AID 602281;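 active = inhibition above the mean inhibition across every tested compound plus 3 SD, cut at about 22% in these data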;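 also: 0% = DMSO only wells and the 100% control is not disclosed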
# TLR9-MyD88 inh: blocks human TLR9 binding to MyD88; Q9NR96+Q99836; CHO BLA complementation TLR9-MyD88, CCF4 FRET ratio; inhibition, % at 4.98 µM; 340,000 tested, 0.21% active; AID 504734;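 active = inhibition above the mean over all tested compounds plus 3 SD, cut at about 21% in these data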;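 also: 0% = DMSO only wells and 100% = clavulanate BLA inhibitor control wells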
# ABCB6 inh MLPCN: inhibitors of human ABC transporter ABCB6; Q9NP58; K562-ABCB6 porphyrin accumulation, flow cytometry, 1 h; hits give low values; fluorescence ratio to DMSO, % at 10 µM; 360,000 tested, 0.19% active; AID 602162;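 active = fluorescence ratio to DMSO below 75%, the collection mean minus 3 SD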;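 also: signal is porphyrin accumulated inside mitochondria; 100% equals median channel fluorescence of DMSO control wells; lower ratio means ABCB6 inhibition with less porphyrin fluorescence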
# NCOA2 inhibitor: human SRC2 (NCOA2) inhibition | HEK293 GAL4-SRC2 luciferase reporter, luminescence | AID 651957 | 370,000 tested, 0.17% active | inhibition, % at 9 µM | Q15596;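 active = inhibition above the mean inhibition of all tested compounds plus 3 SD, set per campaign, cut at about 52% in these data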;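 also: 0% = DMSO treated cells and 100% = cells given Gossypol at 36 µM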
# * = called active by the depositor; / = no result given. The list is partial, so the mix of outcomes need not match the whole.
no.	smiles	Glyco luc inh	NOD2 RIPK2 PPI	MC4R antagonist	MC4R barr agon	m5-HT2A agonist
1	COc1ccc(NC(=O)C2CCCN(S(=O)(=O)c3ccc4c(c3)CCCN4C(C)=O)C2)cc1Cl (configuration not stated)	-1	1	16	1.5	-4
2	O=C(Oc1ccc(-c2cnc3ccccc3n2)cc1)c1ccc(Br)o1	-7	13	-11	-1.0	5
3	Cc1cccc(C)c1NC(=O)CN(C)C(=O)CCC(=O)c1ccccc1	3	-10	7	0.6	-6
4	Cc1ccccc1C(=O)N1CCC(C(=O)Nc2ccc(S(=O)(=O)N3CCOCC3)cc2)CC1	3	6	8	1.2	-6
5	O=C1NC2(CCCC2)C(=O)N1CC(=O)N(Cc1ccccc1)c1ccccc1	2	-7	3	-1.9	6
6	Oc1[nH]c2ccc(Br)cc2c1N=Nc1nn[nH]n1	1	-11	-17	-0.6	7
7	CC(C)CCn1cnc2c(cnn2-c2ccc(Cl)cc2)c1=O	-1	-7	2	-1.4	1
8	CN(CC(=O)Nc1ccc(Cl)c(C(F)(F)F)c1)C(=O)c1cc(-c2ccncc2)nc2ccccc12	1	-2	7	-1.0	-1
9	CC(=O)Nc1ccc(C2=NNC(=Nc3cccc(S(=O)(=O)N(C)C)c3)SC2)cc1	-2	-4	28	0.5	3
10	CCOc1cc(C(=O)Nc2cc3c(cc2N2CCCC2)n(C)c(=O)n3C)cc(OCC)c1OCC	4	-7	1	2.2	-1
11	CCCCn1c(N)c(N(CC(C)C)C(=O)CC(NC(=O)c2ccccc2)c2ccccc2)c(=O)[nH]c1=O (configuration not stated)	0	0	-2	-2.6	5
12	CCC(C)C1Nc2ccc(C(=O)NCCc3ccc(OC)c(OC)c3)cc2NC1=O (configuration not stated)	5	-3	1	-1.0	6

no.	H9c2 protect	ABHD5 PLIN5 PPI	TLR9-MyD88 inh	ABCB6 inh MLPCN	NCOA2 inhibitor
1	-7	7	-6	99	9
2	-8	0	3	97	-31
3	-4	0	5	104	6
4	-14	-12	4	95	-4
5	5	-13	1	92	3
6	9	0	-5	109	-29
7	-1	8	-3	/	-32
8	10	4	1	90	-1
9	-6	58*	-10	104	/
10	-2	8	0	95	3
11	-1	0	4	102	1
12	4	0	5	95	/

# Other compounds:
no.	smiles	Glyco luc inh	NOD2 RIPK2 PPI	MC4R antagonist	MC4R barr agon	m5-HT2A agonist
13	CCOC(=O)C1(Cc2ccccc2)CCN(C2Cc3ccccc3C2)CC1	-2	5	2	-3.2	-3
14	COc1ccc([C@H]2CC(=O)C[C@@H](CCn3cccn3)O2)cc1	/	-4	/	/	9
15	C[C@H](NC(=O)c1ccco1)C(=O)Nc1ccc2c(c1)OCO2	0	3	-2	-0.6	-1
16	CC(C)c1nc(SCC(=O)NC2CCCCC2)c2ccccc2n1	-1	-12	4	0.0	-4
17	Cc1ccc(C(=C2C3C=CC2C2C(=O)NC(=O)C32)c2ccc(C)cc2)cc1 (configuration not stated)	-2	-10	-3	0.9	-5
18	CCc1ccccc1NC(=O)CN(C1CCCCC1)S(C)(=O)=O	-2	-11	13	-0.4	-1
19	Cc1ccc(C(=O)Nc2ccc(C(=O)NCC3CCCO3)cc2)cc1 (configuration not stated)	-1	-5	-1	-0.1	-6
20	CN(Cc1ccccc1)C(=O)c1ccc(NC(=O)Cc2ccc(NC(=O)C3CCN(S(=O)(=O)c4cccc([N+](=O)[O-])c4)CC3)cc2)cc1	1	-3	9	-2.7	-5
21	CC(C)COC(=O)Nc1nnc(SCCOc2ccccc2)s1	-2	-3	4	-0.9	-4
22	COc1ccc(/C=C/C(=O)OCC(=O)NCCC2=CCCCC2)cc1S(=O)(=O)N1CCOCC1	-1	6	7	-2.1	-1
23	COc1ccc(OCC(=O)NNC(=O)C2CCN(c3ncnc4sc(C)c(C)c34)CC2)cc1	-1	0	1	-0.6	2
24	COc1ccc(C(=O)NC(=S)N2CCOCC2)cc1Br	-1	0	13	-2.9	-5

no.	H9c2 protect	ABHD5 PLIN5 PPI	TLR9-MyD88 inh	ABCB6 inh MLPCN	NCOA2 inhibitor
13	10	1	-5	158	-16
14	/	2	/	128	4
15	3	1	10	96	17
16	-2	10	-6	95	-1
17	-18	-5	2	98	/
18	0	0	3	100	5
19	-2	4	-1	100	3
20	-22	0	7	101	-3
21	-3	-1	2	103	12
22	-5	-2	-3	93	7
23	-1	-15	-9	92	-25
24	4	-4	2	95	1

# (continued)
no.	smiles	Glyco luc inh	NOD2 RIPK2 PPI	MC4R antagonist	MC4R barr agon	m5-HT2A agonist
25	COC(=O)c1sc(N)c(C(=O)OC)c1COC(=O)CCNS(=O)(=O)c1ccc(C)cc1	-3	4	10	-3.0	3
26	COc1ccccc1CN1CCCC(C(=O)N(C)Cc2ccccc2)C1 (configuration not stated)	0	5	8	-0.7	2
27	O=C(NCCc1ccccc1)C1CCN(S(=O)(=O)c2ccc(-n3cnnn3)cc2)CC1	-3	-7	1	-0.1	-5
28	COCCN(C)Cc1nc(C(c2ccccc2)c2ccccc2)no1	-3	-3	2	-1.9	2
29	CCc1ccc(-c2nc(CN3CCC(C(=O)NCc4ccc(F)cc4)CC3)c(C)o2)cc1	-3	-4	3	3.6	-9
30	CC(C)C(C(=O)NC1CCCC1)N1CCC(O)(c2ccc(Cl)cc2)CC1 (configuration not stated)	/	1	/	/	-2
31	Cc1ccc2nc(Cn3cc(C(F)(F)F)ccc3=O)cc(=O)n2c1	2	-1	1	-2.7	2
32	CC1(C)Cc2nc3oc4c(NCc5ccccc5)ncnc4c3cc2CO1	1	-5	8	-0.9	-1
33	CCCCn1c(N)c(N(CCOC)C(=O)COC(=O)CNC(=O)c2ccc(Cl)c(Cl)c2)c(=O)[nH]c1=O	1	-1	5	-0.8	-4
34	COC(=O)/C(=C1/Oc2cc3c(cc2S1)OCO3)C(F)(F)F	1	-3	-3	-0.6	3
35	Brc1ccccc1-c1nnc(COc2ncnc3ccccc23)o1	3	-10	0	0.9	0
36	Cc1cc(C(=O)N/N=C\c2cc(C(C)(C)C)c(O)c(C(C)(C)C)c2)n[nH]1	7	0	9	2.5	3

no.	H9c2 protect	ABHD5 PLIN5 PPI	TLR9-MyD88 inh	ABCB6 inh MLPCN	NCOA2 inhibitor
25	16	2	-7	98	-1
26	-10	4	1	98	15
27	-7	3	-5	104	-18
28	-1	-10	15	94	-5
29	-2	5	-10	100	-10
30	/	7	/	/	-19
31	3	2	5	99	-27
32	1	7	9	91	-5
33	5	-2	-2	103	14
34	-1	0	3	98	9
35	2	0	-4	92	-7
36	-1	-5	9	93	10

# Other structures:
no.	smiles	Glyco luc inh	NOD2 RIPK2 PPI	MC4R antagonist	MC4R barr agon	m5-HT2A agonist
37	O=C(CN1CCCCCCC1)N/N=C/c1ccccc1F	2	-13	9	-1.4	-2
38	Cc1c(C#N)c2ncn(CC#N)c(=O)c2n1-c1ccccc1	0	4	-1	0.1	-4
39	CC1(C)Oc2ccc3ccc(=O)oc3c2C(N2CCCCC2)C1O (configuration not stated)	2	-11	4	0.1	-1
40	CC(=O)c1ccc(S(=O)(=O)N2CCC(NC(=O)Nc3cccc(F)c3)CC2)cc1	-3	-4	7	-1.4	-1
41	Nc1c(-c2ccccc2)c(CN2CCOCC2)nn1-c1ccccc1	0	-5	8	-1.7	1
42	Cn1c(N)c(C(=O)c2cc(-c3ccncc3)nc3ccccc23)c(=O)n(C)c1=O	0	-12	5	2.8	-1
43	Cc1ccc(-c2ccc(CCC(=O)O)n2-c2ccc(O)cc2)cc1	3	-6	11	1.5	-1
44	CCOc1ccc(CCN2C(=O)C(=O)N([C@@H](CC(C)C)CN3CCC[C@H]3CN3C(=O)C(=O)NC[C@@H]3Cc3ccc(O)cc3)C[C@@H]2Cc2ccccc2)cc1	/	2	/	/	-1
45	CC(C)(Cc1ccc(O)cc1)NC(=O)CC(=O)N=Nc1c(O)[nH]c2cc(Br)ccc12	1	5	-1	-1.7	-2
46	CO/N=C/c1c(-c2ccccc2)nn(C)c1Cl	0	1	-1	2.3	-1
47	C=C(C)COc1ccc(-c2nc(N)ncc2-c2ccc(Cl)cc2)c(O)c1	-3	-1	10	2.5	4
48	O=C(COC(=O)Cc1ccc(F)cc1)NCCc1ccccc1	-2	-5	2	1.0	9

no.	H9c2 protect	ABHD5 PLIN5 PPI	TLR9-MyD88 inh	ABCB6 inh MLPCN	NCOA2 inhibitor
37	4	0	5	95	-5
38	11	-5	-7	104	-8
39	-3	5	-13	99	11
40	6	-7	-13	105	14
41	3	2	4	102	-31
42	-5	-1	-1	99	-21
43	3	-9	-9	113	12
44	/	3	/	102	18
45	6	1	1	92	9
46	-3	3	-11	99	0
47	-8	-6	5	99	12
48	5	12	1	103	-14

# An excerpt from above with just MC4R barr agon, H9c2 protect and Glyco luc inh.
nr	SMILES	MC4R barr agon	H9c2 protect	Glyco luc inh
43	Cc1ccc(-c2ccc(CCC(=O)O)n2-c2ccc(O)cc2)cc1	1.5	3	3
46	CO/N=C/c1c(-c2ccccc2)nn(C)c1Cl	2.3	-3	0

# Whole records as entered above.
# `COc1ccc(NC(=O)C2CCCN(S(=O)(=O)c3ccc4c(c3)CCCN4C(C)=O)C2)cc1Cl` (configuration not stated) reads Glyco luc inh: -1; NOD2 RIPK2 PPI: 1; MC4R antagonist: 16; MC4R barr agon: 1.5; m5-HT2A agonist: -4; H9c2 protect: -7; ABHD5 PLIN5 PPI: 7; TLR9-MyD88 inh: -6; ABCB6 inh MLPCN: 99; NCOA2 inhibitor: 9
# `Cc1ccc(C(=O)Nc2ccc(C(=O)NCC3CCCO3)cc2)cc1` (configuration not stated) reads Glyco luc inh: -1; NOD2 RIPK2 PPI: -5; MC4R antagonist: -1; MC4R barr agon: -0.1; m5-HT2A agonist: -6; H9c2 protect: -2; ABHD5 PLIN5 PPI: 4; TLR9-MyD88 inh: -1; ABCB6 inh MLPCN: 100; NCOA2 inhibitor: 3

# (listing goes on)
no.	smiles	Glyco luc inh	NOD2 RIPK2 PPI	MC4R antagonist	MC4R barr agon	m5-HT2A agonist
49	O=C(NNC(=S)NCc1ccccc1)c1ccc2c(c1)OCO2	0	-1	0	-0.2	-1
50	COc1cc2cc(CCCOC(=O)c3cc(OC)c(OC)c(OC)c3)oc(=O)c2cc1OC	4	0	1	-0.7	0
51	c1ccc2nc(-c3ccc(-n4ccnc4)cc3)ccc2c1	-11	-9	-8	-1.3	-4
52	O=C(c1ccc(Br)cc1)N1CCCC(c2nc(-c3cccs3)no2)C1 (configuration not stated)	2	2	0	-5.6	8
53	CC1(C)CC(NC(=O)C2CCN(S(=O)(=O)c3cccc(C(F)(F)F)c3)CC2)CC(C)(C)N1	2	1	4	-0.8	5
54	COc1ccc(CCNC(=O)Cn2nc(C(=O)O)c3ccccc3c2=O)cc1OC	3	-8	8	-0.4	2
55	COc1ccc(C)c2sc(=NC(=O)c3ccc(C(C)=O)cc3)n(C)c12	-12	-1	6	3.0	2

no.	H9c2 protect	ABHD5 PLIN5 PPI	TLR9-MyD88 inh	ABCB6 inh MLPCN	NCOA2 inhibitor
49	-1	3	5	94	17
50	16	-10	4	110	-12
51	-4	-1	-1	222	-85
52	0	1	1	101	15
53	4	11	-1	97	5
54	11	4	-10	100	-22
55	-12	-4	5	95	-61

# Screening results: PubChem BioAssay, several laboratories
